Screening data (PubChem BioAssay)
MBNL1 CUG block: blocks human MBNL1 binding to CUG repeat RNA; Q9NR56; TR-FRET MBNL1-His/biotin-(CUG)12 binding, 665/545 ratio; Potency, µM (doses to about 57.5 µM), for inactives: at the highest dose activity change, negative = inhibition, actives largely listed as inhibitors; 280,000 compounds, 0.036% hits; AID 2675; active means well fitted inhibition curve with a large enough effect in the signal ratio, with a control signal flat, not every such curve was filed as active; inconclusive means small, poorly fitted or top-dose-only effect, or effect the other way, or a change in a side signal; inactive means no such curve, though single readings can be large or run the other way; the % refers to the signal ratio; further: on the % scale 0 is the no-effect control and ±100 the full control effect
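Compounds (final 92 nM to 58 uM) are added to His-tagged MBNL1 and biotin-(CUG)12, then terbium anti-His antibody and streptavidin-XL665 (5 nM final). After 60 min at room temperature, the 665/545 nm ratio is read.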
ELG1 genotoxic: genotoxicity induction in ELG1-luciferase HEK293T cells; HEK293T ELG1-luciferase reporter, luminescence, 16 h; Potency, µM (highest dose often 46 µM), inactives show top-dose activity change, positive = activation, actives largely listed as activators; 330,000 compounds, 1.3% hits; AID 504466; further: % of control where 0% means no effect; nearly all actives have a fitted effect of over 60% in size
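After overnight (16 hr) compound treatment at 37 °C, ELG1-luciferase HEK293T cells were lysed with ONE-Glo; luminescence quantified 30 min later at room temperature.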
BRCA1 expr up: activators of BRCA1 expression; MCF7-BRCA1-FFLuc reporter, luminescence, 48 h; response scale: scaled: vehicle 0%, 10 µM genistein 100%; Potency, µM (series often up to 46.1 µM), inactives show at the top dose activation, hits mostly activators; 380,000 compounds, 1.1% hits; AID 624202; further: nearly all actives have a fitted effect of over 80% in size; some results filed as inactive show a strong effect at the top dose
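Reporter cells (MCF7, BRCA1 promoter-firefly luciferase) received library compounds across a concentration series for 48 h. End-point luminescence was measured and concentration-effect curves derived after normalization.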
NPC1 prom act: activates the NPC1 promoter; Huh7 NPC1 promoter luciferase reporter, 24 h; Potency, µM (series often up to 9.22 µM), without a hit: top-dose activation, usual class: activators; 320,000 compounds, 2.4% hits; AID 485313;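 further: % of control where 0% means no effect; nearly all actives have a fitted effect of over 60% in size; reporter is driven by a mutant NPC1 promoter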
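NPC1 promoter–luciferase Huh7 cells; 24 h compound; luminescence.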
p53 reactivation: mutant p53 re-activation in reporter cells; H1299 p53-A138V BP100-luciferase reporter, luminescence, 24 h; AID 504706; Potency, µM (titrated, usually from 92.2 µM), for the others: at the highest dose activity change, positive = activation, most hits filed as activators; 320,000 compounds, 0.063% hits; further: % of control where 0% means no effect; nearly all actives have a fitted effect of over 45% in size
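p53-null H1299 cells stably carrying temperature-sensitive p53-A138V and a BP100-luciferase reporter were pinned with compounds (4-point, 1:5 series) and held 24 hrs at 37 deg C. Luminescence was read 10 min after detection reagent.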
VP16 counter: Gal4-VP16 reporter inhibition counter-screen; Drosophila S2 Gal4-VP16 UAS-luciferase, luminescence, 20 h; Potency, µM (series often up to 53.6 µM), for the others: at the highest dose activity, negative = inhibition, most hits filed as inhibitors; 310,000 compounds, 3.5% hits;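 further: Gal4-VP16 expression switched on by copper sulfate through the metallothionein promoter; on the % scale 0 is the no-effect control and ±100 the full control effect; nearly all actives have a fitted effect of over 50% in size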
RORg inh: blocks mouse ROR gamma transcriptional activity | P51450 | Drosophila S2 Gal4-RORgamma UAS-luciferase reporter, 20 h | Potency, µM (highest dose often 53.6 µM), for inactives: at the top dose activity change, negative = inhibition, most hits filed as inhibitors | 310,000 compounds, 5.4% hits | AID 2551; further: on the % scale 0 is the no-effect control and ±100 the full control effect; nearly all actives have a fitted effect of over 60% in size
Target sequence (P51450 whole entry, looked up, the tested form may be a part): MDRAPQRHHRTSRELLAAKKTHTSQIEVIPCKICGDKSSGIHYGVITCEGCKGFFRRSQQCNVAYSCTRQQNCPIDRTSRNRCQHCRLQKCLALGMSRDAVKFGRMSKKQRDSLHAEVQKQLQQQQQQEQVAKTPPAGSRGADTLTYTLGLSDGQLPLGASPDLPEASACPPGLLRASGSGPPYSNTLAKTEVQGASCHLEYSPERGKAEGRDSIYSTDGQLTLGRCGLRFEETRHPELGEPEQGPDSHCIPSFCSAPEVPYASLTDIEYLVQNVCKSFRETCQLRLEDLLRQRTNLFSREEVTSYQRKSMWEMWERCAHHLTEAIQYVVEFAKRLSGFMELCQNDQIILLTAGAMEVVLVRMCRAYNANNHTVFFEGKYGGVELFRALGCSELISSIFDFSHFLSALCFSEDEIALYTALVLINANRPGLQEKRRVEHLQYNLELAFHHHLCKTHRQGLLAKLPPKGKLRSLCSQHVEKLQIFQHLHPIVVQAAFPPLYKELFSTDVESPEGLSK
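Using a luciferase readout, inhibitors were identified by reduced reporter activity in Drosophila cells coexpressing a copper-inducible Gal4–ROR gamma fusion and UAS-driven Photinus luciferase, incubated 20 hr after 700 uM copper sulfate.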
Rab9 promoter act: activators of Rab9 promoter. Huh7 Rab9 promoter-luciferase reporter, luminescence, 24 h. Potency, µM (titrated, usually from 9.22 µM), for the others: at the top dose activation, negative = inhibition, actives largely listed as activators. 320,000 compounds, 2.8% hits. AID 485297; further: % of control where 0% means no effect; nearly all actives have a fitted effect of over 60% in size
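Cell-based reporter: Huh7 stable for Rab9 promoter-driven luciferase, plated in reduced-serum medium with 10% FBS at 1500 cells/well, compound-treated 24 h at 37 °C, luminescence read after 10 min reagent.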
FLuc modulator: inhibits or activates purified firefly luciferase, miR-21 counter-screen | P08659 | purified FLuc, Km substrates, luminescence inhibition | Potency, µM (doses to about 57.5 µM), for the others: top-dose activity change, negative = inhibition, hits mostly inhibitors | 360,000 compounds, 6.9% hits | AID 588342;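 further: plate controls were vehicle for no effect and reference inhibitor for full effect; nearly all actives have a fitted effect of over 55% in size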
Target sequence (P08659 whole entry, looked up): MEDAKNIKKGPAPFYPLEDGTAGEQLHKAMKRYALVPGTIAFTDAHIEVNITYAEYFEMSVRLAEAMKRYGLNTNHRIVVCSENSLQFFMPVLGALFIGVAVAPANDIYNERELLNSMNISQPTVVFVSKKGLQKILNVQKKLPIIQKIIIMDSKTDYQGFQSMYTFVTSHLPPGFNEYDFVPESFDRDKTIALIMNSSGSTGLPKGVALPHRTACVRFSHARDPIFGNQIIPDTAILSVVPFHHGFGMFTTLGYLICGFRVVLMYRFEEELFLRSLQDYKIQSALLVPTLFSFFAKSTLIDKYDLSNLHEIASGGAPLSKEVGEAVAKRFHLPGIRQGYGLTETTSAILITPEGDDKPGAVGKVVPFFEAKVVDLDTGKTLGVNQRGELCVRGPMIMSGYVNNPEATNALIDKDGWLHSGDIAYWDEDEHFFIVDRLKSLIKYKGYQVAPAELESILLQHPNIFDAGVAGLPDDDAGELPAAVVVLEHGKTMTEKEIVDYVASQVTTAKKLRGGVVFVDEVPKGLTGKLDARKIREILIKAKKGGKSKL
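Biochemical qHTS of compounds, final roughly 60 µM downward over six points, against 10 nM purified firefly luciferase using Km concentrations of substrates (10 uM D-luciferin, 10 uM ATP) in Tris acetate pH 7.5 buffer; luminescence output.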
CXXC DNA block: blocks binding of human MLL CXXC domain to DNA; Q03164; 290,000 compounds, 0.037% hits; Potency, µM (doses to about 115 µM), inactives show at the highest dose activity change, negative = inhibition, hits mostly inhibitors; AID 2662; MLL-CXXC / FITC-HOXA9 DNA fluorescence polarization; active means well fitted inhibition curve with a large enough effect in the polarisation, with a control signal flat, not every such curve was filed as active; inconclusive means small, poorly fitted or top-dose-only effect, or effect the other way, or a change in a side signal; inactive means no such curve, though single readings can be large or run the other way; the % refers to the polarisation
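Purified MLL-CXXC (added from a 7 uM solution) was preincubated 5 min at ambient with pinned compounds in 50 mM Tris-HCl pH 7.5, 50 mM NaCl, 1 mM DTT, 0.05% BSA. Fluorescein-labeled HOX-A9 DNA (50 nM solution) followed, 30 min, then polarization read.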
uPA generation: blocks generation of uPA at the cell surface. AID 540303. 330,000 compounds, 0.31% hits. cell surface uPA generation assay, qHTS. Potency, µM (top dose mostly 38.3 µM), for inactives: top-dose activity change, negative = inhibition, most hits filed as inhibitors; active means well fitted inhibition curve with a large enough effect; inconclusive means small, poorly fitted or top-dose-only effect; inactive means no such curve, though single readings can be large or run the other way; tested in mouse RAW 264.7 cells; further: on the % scale 0 is the no-effect control and ±100 the full control effect; nearly all actives have a fitted effect of over 55% in size
An asterisk follows results filed as active; ? = inconclusive; . = not tested or not shown; & = joins results of further samples; [ ] = another dose, or the depositor's remark. Unless noted, the call rests on the fitted dose curve; in most records, active means well fitted curve in the direction sought with a large enough effect; inconclusive means small, poorly fitted or top-dose-only effect, or another doubt; inactive means no such curve, though single readings can be large; an effect the other way counts as inactive or inconclusive. Potency means the concentration at half of the fitted maximal effect. A portion of the library (hit frequency here may not be typical).

molecule,MBNL1 CUG block,ELG1 genotoxic,BRCA1 expr up,NPC1 prom act,p53 reactivation,VP16 counter,RORg inh,Rab9 promoter act,FLuc modulator,CXXC DNA block,uPA generation
CCC(CO)Nc1nc2ccc(Cl)cc2c2ccccc12 (stereo not drawn),-4.5%,2.6%,-0.1%,-3.9%,-5.0%,-5.0%,-4.7%,-3.2%,3.0%,14.3%,4.6%
CCC(=O)OCCn1c(Br)nc2c1c(=O)[nH]c(=O)n2C,2.5%,-5.2%,1.5%,13.1%,0.6%,1.8%,-14.0%,11.7%,5.7%,-3.7%,-3.3%
CC1CN(C(=O)Nc2ccc(F)cc2F)CC(C)O1 (stereo not drawn),-7.8%,-2.4%,-0.4%,0.3%,-8.3%,-9.6%,-20.3%,8.9%,2.7%,-2.6%,0.4%
COc1ccc(-n2c(SCC(=O)Nc3sc4c(c3C#N)CCCC4)nnc2-c2ccc(O)cc2)cc1,-3.6%,-16.2%,-3.7%[1.84 µM],0.7%,-8.7%,-10.5%,-6.6%,-4.1%,-3.3%,39.9%[activator],-0.5%
COc1ccc(C(=O)Nc2ccc(N3CCCCCC3)cc2)cc1S(=O)(=O)N1CCOCC1,.,-5.8%,-38.0%,-9.5%,6.3%,.,.,-24.0%,?,.,-57.4%
Cc1ccc(S(=O)(=O)CCC(=O)OCC(=O)NCCc2ccc(F)cc2)cc1,.,3.7%,-6.6%,-1.8%,1.3%,.,.,-2.7%,-21.7%,.,5.7%
O=C(C[C@H]1C(=O)N(Cc2ccccc2)C[C@@H]1Cc1ccccc1)Nc1ccccc1,-4.9%,-8.4%,-11.9%,1.2%,.,-5.8%,-30.3%,-2.4%,4.3%,-0.9%,16.6%
Cc1[nH]c(-c2ccc(F)cc2)cc1C(=O)N1CCN(c2ccc(Cl)cc2)CC1,1.8%,-8.9%,-58.8%,-3.1%,-0.9%,1.7%,?,-3.3%,-1.7%,-2.3%,-9.3%
N#Cc1ccc(OCC(=O)N2CCCC2=O)cc1,.,-0.3%,7.7%,-3.2%,6.0%,.,.,-4.2%,7.7%,.,-13.7%
Cc1ccccc1-n1c(SCC(=O)c2c(N)n(C3CC3)c(=O)[nH]c2=O)nnc1N1CCOCC1,.,-3.3%,10.3%,0.2%,-0.3%,.,.,1.7%,6.2%,.,-0.2%
Cc1c(C(=O)N2CC(C)OC(C)C2)sc2nc(-c3ccc(F)cc3)cn12 (stereo not drawn),0.5%,-1.0%,29.3%,-3.9%,2.2%,?,?,-4.3%,-8.8%,-3.6%,-0.5%
COCCNc1ccc(S(=O)(=O)N2CCCC2)cc1[N+](=O)[O-],?,-2.5%,-2.7%,-2.6%,5.5%,4.3%,3.0%,1.0%,0.7%,-3.1%,0.3%

Rewritten with two lines to a compound: part of the list above.
Results follow in this order: MBNL1 CUG block	ELG1 genotoxic	BRCA1 expr up	NPC1 prom act	p53 reactivation	VP16 counter	RORg inh	Rab9 promoter act	FLuc modulator	CXXC DNA block	uPA generation
COc1ccc(-n2c(SCC(=O)Nc3sc4c(c3C#N)CCCC4)nnc2-c2ccc(O)cc2)cc1
 : -3.6%	-16.2%	-3.7%[1.84 µM]	0.7%	-8.7%	-10.5%	-6.6%	-4.1%	-3.3%	39.9%[activator]	-0.5%
COc1ccc(C(=O)Nc2ccc(N3CCCCCC3)cc2)cc1S(=O)(=O)N1CCOCC1
 : .	-5.8%	-38.0%	-9.5%	6.3%	.	.	-24.0%	?	.	-57.4%

The listing continues.
molecule,MBNL1 CUG block,ELG1 genotoxic,BRCA1 expr up,NPC1 prom act,p53 reactivation,VP16 counter,RORg inh,Rab9 promoter act,FLuc modulator,CXXC DNA block,uPA generation
O=C(CSc1nc2ccccc2c(=O)n1NC(=O)Cc1ccccc1)NCc1ccccc1Cl,-9.4%,-3.5%,2.2%,-4.3%,-3.7%,-6.7%,26.5%,-0.2%,4.6%,2.0%,1.6%
COc1cc(/C=C(\NC(C)=O)C(=O)Nc2ccccc2C)ccc1OC(C)=O,.,0.5%,-9.0%,-1.0%,3.4%,-0.6%,-10.4%,-1.4%,3.2%,2.2%,-0.1%
CCc1cccc(CC)c1NC(=O)NC1CCCCC1,.,-0.2%,-15.5%,-0.6%,1.7%,5.0%,-6.2%,0.4%,-1.3%,-2.7%,7.6%
CC(=O)Oc1ccc(/C=C/c2nc3ccccc3c(=O)o2)cc1,?,4.3%,-72.9%,?,-18.3%,?,-42.7%,?,0.426µM*,-8.4%,-10.0%
CCn1c2ccccc2c2cc(NC(=O)CSc3nnc(-c4ccccc4OC)n3N)ccc21,-0.9%,-10.8%,-19.6%,-4.5%,2.8%,-22.1%,26.6%,-5.5%,-2.3%,1.2%,.
O=C(Cn1c(=O)n(Cc2ccccc2)c(=O)c2cc(Cl)ccc21)NCC1CCCO1 (stereo not drawn),5.8%,-6.6%,-14.1%,0.2%,-2.8%,-2.1%,-7.4%,-1.3%,2.7%,?,6.0%
CCN(Cc1cccc(F)c1)C(=O)c1ccc2ccccc2n1,-2.4%,13.0%,-10.0%,-2.6%,5.4%,6.7%,0.5%,8.7%,?,-2.5%,-2.1%
COc1ccc(CNc2oc(COc3ccccc3Cl)nc2C#N)cc1,-3.4%,0.3%,3.3%,2.4%,-5.1%,4.2%,-20.0%,2.3%,2.8%,13.0%,0.0%
CCCN1CCC(NC(=O)Cc2cccc(C)c2)CC1,-1.2%,1.2%,6.3%,-2.6%,.,-0.8%,-6.3%,-1.9%,0.0%,-7.3%,-2.0%
COc1ccc(CCNC(=O)C(C)Sc2ccccc2)cc1OC (stereo not drawn),-0.4%,0.5%,22.5%,1.3%,-3.6%,-5.0%,13.7%,8.0%,0.0%,-3.0%,-8.4%
CC1(C)CC(NC(=S)Nc2ccc(S(N)(=O)=O)cc2)CC(C)(C)N1,-2.0%,-2.9%,9.5%,-0.1%,1.7%,-5.6%,-3.5%,0.1%,0.7%,1.9%,-3.4%
CCn1cc(CN2CCCC(C(=O)Nc3cccc(-c4cc5ccccc5[nH]4)c3)C2)c(C)n1 (stereo not drawn),2.5%,-5.0%,-11.4%,0.9%,?,-19.3%,-1.8%,-3.6%,-2.8%,?,-1.8%
O=C(CN1C(=O)c2cccc3cccc(c23)C1=O)NCCN1CCOCC1,?,-0.8%,2.2%,-7.9%,-2.9%,6.9%,-24.7%,-2.5%,3.1%,-6.2%,4.2%
CCCN1CC=C2C(C#N)=C(N)C(C#N)(C#N)C(c3cccc(OC)c3OC)C2C1 (stereo not drawn),?,-1.6%,-16.0%,-4.4%,-9.2%,-3.2%,3.5%,-2.7%,6.1%,?,-5.5%
Cc1ccccc1Nc1nc(N)nc(CN(C)Cc2ccccc2Cl)n1,.,6.6%,73.1%,11.8%,19.4%,5.3%,-9.3%[10 µM],14.2%,-17.1%,8.7%,-4.4%
CC1CCN(CC2C(=O)O[C@@H]3C[C@@]4(C)CCC[C@H](C)C4=C[C@H]23)CC(C)(C)C1 (stereo partly drawn),-7.1%,1.0%,-17.8%,-5.7%,?,-14.3%,20.2%,2.2%,-0.9%,12.3%,-10.0%
Cc1cc(NC(=O)C(C)Oc2ccccc2)no1 (stereo not drawn),-0.8%,-0.2%,5.8%,-3.6%,1.9%,9.8%,8.2%,-0.3%,-0.7%,-10.1%,1.1%
CC(C)(C)NC(=O)[C@H]1CC[C@H]2[C@@H]3CC[C@H]4NC(=O)C=C[C@]4(C)[C@H]3CC[C@]12C,-2.9%,.,0.0%,-2.4%,.,-19.3%,?,-5.4%,-4.9%,-4.2%&-4.8%,4.8%
O=C(O)CN1C(=O)/C(=C2\C(=O)N(Cc3ccccc3Cl)c3ccccc32)SC1=S,1.4%,-1.3%,-38.6%,-4.5%,1.6%,8.7%,4.7%,-3.2%,-2.4%,-7.4%,0.9%
CCn1cc(Br)c(C(=O)Nc2ccccc2C(=O)OC)n1,-5.8%,-12.7%,-32.7%,11.4%,-5.4%,13.2%,21.9%,-3.3%,0.1%,24.9%,-7.6%
Cc1cc(C)c2c(N)c(C(=O)Nc3ccc(C)c(C)c3)sc2n1,82.9%[activator],1.16µM*,50.7%,1µM*,.,-16.8%,?,0.631µM*,1.69µM*,5.0%,-9.4%
